# INS promoter inh – inhibitors of insulin promoter-driven GFP, primary screen, imaging, TRM-6 cells (human fetal islet line), eGFP reporter, cell count; inhibition, % at 2 µM; reporter expression induced with tamoxifen; 0.9% of 130,000 active;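 active = inhibition above the mean plus 3 SD, with well images judged a real hit on visual review, cut at about 60% in these data, passing the limit was not always enough; inconclusive = inhibition over the cutoff but images rejected on review; inactive = inhibition not above the cutoff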
# sdo1 growth – growth rescue of sdo1-depleted yeast, primary screen, S. cerevisiae, bone marrow failure model. S. cerevisiae sdo1-depleted JHY4D growth rescue, OD600 30 h; active compounds read high; pdr5 snq2 efflux-pump mutant strain. 0.21% of 140,000 active. z-score at 10 µM;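 active = z-score above 3 at both the 24 hr and the 30 hr optical density reads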;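 also: z-score against mean and SD of all compound wells on the same plate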
# sdo1 growth Rescue 24 h – second read-out of sdo1 growth, no call of its own (marks repeat the call); z-score; S. cerevisiae sdo1-depleted JHY4D growth rescue, OD600; measured here: growth rescue at 24 h;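 0 is the plate mean of compound wells and units are plate SD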
# The depositor's hits bear a star; u = inconclusive; x = no result given; & = joins results of further samples. This is a subset. The share of hits here may be higher or lower than overall.
# Each structure is followed by: INS promoter inh | sdo1 growth | sdo1 growth Rescue 24 h
- Cc1ccc2cc3cc(C(=O)N4CCN(C(=O)c5ccco5)CC4)sc3nc2c1
    x | 0.82 | 0.4
- CC(=O)Nc1ccc(N2CCN(Cc3ccccc3F)CC2)cc1
    -10.0 | 0 | -0.75
- CC(CN(C(N)=O)c1ccccc1O)C(=O)O (configuration not stated)
    27.0 | 0.19 | -0.72
- Oc1ccc2[nH]ccc2c1
    x | 0.35 | -0.1
- CCOC(=O)CCn1nc(-c2ccc(Cl)cc2)cc1N
    x | 3.01 | 1.47
- Cc1cccc(C(=O)NC2CC(C)(C)NC(C)(C)C2)c1
    x | 1.29 | -0.68
- Cc1cc(NC(=O)c2ccc(S(=O)(=O)N3CCOCC3)cc2)nc2c1c(=O)oc1ccccc12
    x | -1 | -0.4
- COc1cc2c(cc1NC(=O)C(C)Sc1ccc(C)cc1)oc1ccccc12 (configuration not stated)
    x | -0.15 | -0.24
- O=C(Cn1ncc2ccccc21)N1CCc2ccccc21
    28.6 | 0.55 | 1.33
- O=c1oc2ccccc2c(Nc2ccc3ccccc3c2)c1[N+](=O)[O-]
    u | -2.08 | -1.41
- Cc1cc(C)n2c(SCC(=O)Nc3ccc(F)cc3F)nnc2n1
    -29.7 | x | x
- CC(CSc1nnnn1-c1ccccc1)Cn1c(N2CCN(C)CC2)nc2c1c(=O)[nH]c(=O)n2C (configuration not stated)
    22.2 | x | x
- CC(=O)Nc1ccc(OC(=O)c2cccnc2)cc1
    -2.6 | 1.03 | 0.73
- O=C(c1ccc(Cn2c(=O)[nH]c3ccccc3c2=O)cc1)N1CCN(c2ccc(Cl)cc2)CC1
    -81.8 | -0.58 | -0.6
- CCOC(=O)N1CCC(NC(=O)c2oc3c(c2C)-c2[nH]ncc2CC3)CC1
    35.2 | 0.79 | -0.05
- CC(C)[C@H](NC(=O)c1ccccc1)C(=O)OCC(=O)/C=C1/N(C)c2ccccc2C1(C)C
    x | -0.35 | -0.2
- COCc1cc(C)nc(N/N=C/c2ccc(-c3cc(C(=O)O)ccc3Cl)o2)c1C#N
    11.1 | x | x
- O=C(CSc1nc2ccc(Nc3nc(N4CCOCC4)nc(N4CCOCC4)n3)cc2s1)N1CCOCC1
    22.9 | -0.45 | -0.82
- COc1ccc(NC(=O)N2CCCC2C(=O)NCc2ccc(F)cc2)cc1 (configuration not stated)
    38.5 | 0.29 | -0.09
- COc1cc2[nH]c(=S)n(Cc3ccc(C)o3)c(=O)c2cc1OC
    3.0 | -0.03 | 2.28
- CCCCCc1ccc(-c2ccc(/C=C/C(=O)O)cc2)nc1
    -44.8 | 0.41 | 0.36
- Cc1ccc(NC(=O)C2C3/C=C\CCCCC32)cc1 (configuration not stated)
    x | -1.31 | -0.73
- Cc1ccccc1OCCCCCn1ccnc1
    x | 0.09 | 0.03
- CC1=CC(C)(C)N(C(=O)CSc2nnc(N)s2)c2ccccc21
    -11.1 | 0.87 | 0.75
- COc1ccc(S(=O)(=O)N2CCCC(C(=O)Nc3ccc4c(c3)OCCO4)C2)cc1 (configuration not stated)
    -66.7 | 0.38 | 0.75
- COC(=O)c1sccc1-c1ccc(C(=O)Nc2cccnc2)o1
    -12.0 | -0.63 | -0.35
- O=C(COCCOCC(=O)N(c1ccccn1)C1CCCCC1)N(c1ccccn1)C1CCCCC1
    42.9 | 0.58 | 0.16
- O=C(Nc1nnc(CCS(=O)(=O)c2ccc(Br)cc2)s1)c1ccc([N+](=O)[O-])cc1
    x | -1.03 | -0.54
- Cc1ccc(C(=O)C2CCOC(C)(C)C2)cc1 (configuration not stated)
    -15.0 | x | x
- O=C(NC1CCCC1)C1CC(c2ccc(F)cc2)=NO1 (configuration not stated)
    x | 0.59 | -0.26
- O=C1C(C=Nc2ccccc2O)=C(O)c2ccccc21
    29.4 | 0.48 | -0.52
- O=C(NCn1ccc(=O)[nH]c1=S)c1ccccc1
    -7.7 | 1.12 | 1.39
- Cc1nc(-c2ccccc2)nc2[nH]c(=O)n(-c3ccccc3)c(=O)c12
    62.9 | -1.15 | -1.39
- Cc1cc(NC(=O)CCCN2C(=O)/C(=C/c3cccs3)SC2=S)no1
    x | -1.03 | -0.15
- Cn1cccc1/C=C1\Cc2ccccc2C1=O
    6.7 | x | x
- CC(C)CC1CC(=O)OC1(C)C(=O)CSc1nc2ccccc2s1 (configuration not stated)
    -17.9 | 0.54&-0.44 | 0.22&-0.64
- CC1CC(C)CN(CCCNC(=O)C2CCC(=O)N2C2CCCC2)C1 (configuration not stated)
    -25.0 | 0.2 | 0.2
- Cc1c(NC(=O)C(C)OC(=O)CNC(=O)c2ccc(C(C)(C)C)cc2)c(=O)n(-c2ccccc2)n1C (configuration not stated)
    20.5 | 0.06 | -0.27
- COCCNC(=O)CN1CCC(n2c(C)nc3cc(C(F)(F)F)ccc32)CC1
    14.3 | 0.63 | 1.09
- COc1ccc(/C=N/N2C(=O)C3C4C=CC(CC4)C3C2=O)c(OC)c1 (configuration not stated)
    41.7 | x | x
- Cc1ccc(S(=O)(=O)N2CCOCC2)cc1NC(=O)COC(=O)CSc1ccc(Br)cc1C
    22.0 | 0.62 | 0.68
- CCCCC(=O)Nc1ccc(C(=O)Nc2nnc(COC)s2)cc1
    3.5 | 0.44 | 0.32
- N=c1sccn1CC(=O)Nc1ccc(SC(F)F)cc1
    18.2 | x | x
- O=C(Nc1ccccc1)Nc1nnc(-c2cccs2)s1
    x | -0.35 | 0.4
- COC(=O)c1ccccc1NC(=O)c1cn(-c2ccc(C)c(C)c2)c(=O)c2ccccc12
    3.3 | -0.39 | -0.29
- O=C(COC(=O)c1ccc(CNS(=O)(=O)c2ccc(F)c(Cl)c2)cc1)NC1CCCCCCC1
    x | -1.2 | -0.43
- CCCCSc1nc(O)c(Cc2ccccc2)c(=O)[nH]1
    0.0 | 0.05 | -0.41
- Cc1cc(NC(=O)CSc2ccc3nnc(-c4cccnc4)n3n2)no1
    x | -0.66 | -0.25
- Cc1cccc(C(C)C)c1NC(=O)CN(C)Cc1cccc(F)c1
    -29.7 | -0.01 | 0.27
- CC(=O)Nc1ccccc1C(=O)C(=O)Nc1cccc(C(=O)NC2CC2)c1
    -50.0 | 1.33 | 0.37

# Continuation:
# Each structure is followed by: INS promoter inh | sdo1 growth | sdo1 growth Rescue 24 h
- O=C(Nc1ncc(Br)s1)C(Cc1ccccc1)n1cccc1 (configuration not stated)
    x | -2.56 | -1.83
- O=P(OC1CCS(=O)(=O)C1)(c1ccccc1)c1ccccc1 (configuration not stated)
    x | 0.39 | 0.52
- COc1ccc(NC(=O)c2ccc(-c3nn(C)c(=O)c4ccccc34)cc2)cc1
    -64.3 | x | x
- COc1ccc(C(C)=O)cc1COC(=O)CNC(=O)c1ccccc1F
    19.4 | 0.36 | -0.76
- O=C(O)CCc1ccc(-c2ccc(Br)cc2)n1Cc1ccco1
    41.3 | -0.49 | -1.08
- C=CCNC(=O)/C(=C/c1ccc(Br)cc1)NC(=O)c1ccccc1OC
    -61.5 | x | x
- Cc1ccc2cccc(Oc3nnnn3-c3ccccc3)c2n1
    x | -1.05 | -1.02
- Cc1c(C(=O)Nc2ccccc2)oc2c1C(=O)CC(C)(C)C2
    5.0 | 0.08 | 0.29
- CCOC(=O)Cn1c(=N)n(CCOc2ccc3ccccc3c2)c2ccccc21
    -10.7 | -0.39 | -0.33
- Cn1sc(NC(=O)c2cccc(Cl)c2)nc1=O
    x | 1.52 | 1.53

# Part of the list above with just sdo1 growth Rescue 24 h:
molecule	sdo1 growth Rescue 24 h
O=C(O)CCc1ccc(-c2ccc(Br)cc2)n1Cc1ccco1	-1.08
Cc1ccc2cccc(Oc3nnnn3-c3ccccc3)c2n1	-1.02
Cn1sc(NC(=O)c2cccc(Cl)c2)nc1=O	1.53

# Continued.
# Each structure is followed by: INS promoter inh | sdo1 growth | sdo1 growth Rescue 24 h
- Cc1ccc(SCC(=O)NC(=O)Nc2ccc3c(c2)OCCO3)c(C)c1
    x | -0.79 | -0.16
- CCCc1nc2ccccc2c(=O)n1NC(=O)c1c(O)c2ccccc2[nH]c1=O
    x | 0.23 | -0.03
- COc1ccc(C2SCCN2C(=S)Nc2cccc(Cl)c2)cc1 (configuration not stated)
    x | -2.02 | -1.96
- CCOc1ccccc1N(CC(=O)NCCSc1ccccc1)S(C)(=O)=O
    -22.2 | x | x
- COCCCN1C(=O)/C(=C\c2ccc3c(c2)OCO3)C(C(=O)OC)=C1C
    19.1 | x | x
- O=[N+]([O-])c1cc(C(F)(F)F)c(Cl)cc1N1CCN(CCO)CC1
    x | 0.94 | 0.56
- O=C(NC1=NCCS1)c1cccc2ccccc12
    -35.0 | x | x
- CC1Cn2c(COc3ccccc3)nnc2S1 (configuration not stated)
    x | -0.91 | -1.26
- COC(=O)CC1COc2ccccc2N1C(=O)c1ccc(Br)cc1 (configuration not stated)
    -72.7 | x | x
- C=CCNC(=O)C(=O)N/N=C/c1cccc(Br)c1
    -33.3 | x | x

# Pulled by structure from the entries so far:
# Each structure is followed by: INS promoter inh | sdo1 growth | sdo1 growth Rescue 24 h
- C=CCNC(=O)C(=O)N/N=C/c1cccc(Br)c1
    -33.3 | x | x
- CCOc1ccccc1N(CC(=O)NCCSc1ccccc1)S(C)(=O)=O
    -22.2 | x | x

# (listing goes on)
# Each structure is followed by: INS promoter inh | sdo1 growth | sdo1 growth Rescue 24 h
- CCn1c(SCc2c(Cl)cccc2Cl)nnc1-c1nn(-c2ccccc2)ccc1=O
    -12.0 | 0.14 | -0.38
- CC(C)(C)C(=O)Cn1ncc(N2CCCC2)c(Br)c1=O
    6.7 | 0.41 | -0.23
- O=C(C1CCCCC1)N1CCN(C(=O)C2CCCCC2)CC1
    x | 10.8* | 3.81*
- CCOc1nc(NCCO)nc(Nc2ccc([N+](=O)[O-])cc2)n1
    22.2 | -0.24 | -0.3
- COc1ccc(C2Nc3ccc(Br)cc3C(c3ccccc3)N2CC(=O)O)cc1 (configuration not stated)
    -33.3 | x | x
- c1ccc(-c2csc(Nc3ccc4c(c3)OCCO4)n2)cc1
    -37.1 | -1.52 | -1.09
- CCOC(=O)c1c(C)oc2c1c(C=NCc1ccccn1)c(O)c1ccccc12
    x | -0.95 | -0.34
- CCOc1ccc(N(CC(=O)NCc2ccco2)S(C)(=O)=O)cc1
    22.6 | 1.02 | 0.34
- CCn1c(COc2ccc(C)cc2)nnc1SCC(=O)Nc1ccc(S(N)(=O)=O)cc1
    -42.9 | 1.52 | 1.47
- COC(=O)c1[nH]c2ccccc2c1NC(=O)CN1CC(C)OC(C)C1 (configuration not stated)
    3.9 | 1.12 | 0.32
- CC(C)Oc1ccccc1C1CC(=O)Nc2cc3c(cc21)OCCO3 (configuration not stated)
    -86.8 | -1.55 | -1.04
- Cc1onc(-c2ccccc2Cl)c1C(=O)NCC1CCCO1 (configuration not stated)
    x | -0.43 | -0.73
- CCCOc1ccc2ccccc2c1/C=N/n1c(C)nnc1-n1nc(C)cc1C
    -30.8 | -1.39 | -0.8
- CO/N=C(\Cn1ncc(N2CCCC2)c(Cl)c1=O)c1ccc(Cl)cc1
    -10.7 | -1.5 | -1.52
- O=C(Cn1c(=O)sc2ccccc21)Nc1ccccc1
    x | -0.81 | -0.57
- O=C(Nc1ccc(Oc2ccc(C(F)(F)F)cn2)c(Cl)c1)C1CC1
    -7.7 | x | x
- O=C(NCCCn1ccnc1)c1cc(C(=O)C2CC2)c[nH]1
    -18.5 | 0.12 | -0.58
- Cc1cc(C)cc(S(=O)(=O)c2cnc3ccccc3n2)c1
    57.1 | x | x
- C=CCn1c(SCc2nc(N)nc(N(C)C)n2)nnc1-c1cccnc1
    44.4 | 0.91 | 0.4
- Cc1ccc(NCCC(=O)c2ccc(Br)cc2)cc1
    -13.3 | 0.53 | 0.1
- O=C(NC(Cc1ccccc1)c1ccc2c(c1)OCCCO2)c1ccccc1F (configuration not stated)
    -11.4 | -0.85 | -0.45
- Cc1cc(=O)[nH]c(N2CCN(C(c3ccccc3)c3ccccc3)CC2)n1
    13.5 | -0.47 | -0.05
- N=c1n(Cc2ccccc2)c2ccccc2n1CC(O)COc1ccc(Cl)cc1Cl (configuration not stated)
    -14.3 | x | x
- CCOC(=O)N1CCC(N(CCN(C)C)C(=S)Nc2ccccc2OC)CC1
    33.3 | x | x
- Cc1cc2nnc(SCCCCN3C(=O)c4ccccc4C3=O)n2c2ccccc12
    16.7 | -1.36 | -1.14
- O=Cc1cccn1-c1cccc([N+](=O)[O-])c1
    21.4 | x | x
- CCOc1cc(/C=N/O)cc(Br)c1OCc1ccc(Cl)cc1
    -29.0 | -2.66 | -1.28
- CN(C(=O)c1ccc(OC2CCN(CCc3ccccc3)CC2)cc1)C1CCCCC1
    -21.7 | x | x
- CCC(=O)Nc1cccc(-n2nnnc2SCC(=O)N2CCCCC2)c1
    5.3 | x | x
- COc1ccc(N2CCN(c3ncnc4c3[nH]c3ccccc34)CC2)cc1
    x | -1.54 | -0.88
- CCOc1ccccc1NC(=O)C1CCN(C(=O)NCc2ccccc2)CC1
    6.7 | 0.08 | 0.13
- CC(C)Cn1cnc2sc3c(c2c1=N)CCCC3
    -46.7 | 0.4 | -0.39
- COc1ccccc1-c1cc(C(=O)NCCCn2ccnc2)no1
    -33.3 | 0.19 | 0.08
- C=CCOc1nc2c(c(=O)n(C)c(=O)n2C)n1Cc1c(Cl)cccc1Cl
    36.4 | -1.22 | -0.98
- COc1ccc(N=Nc2[nH]c3ccc(C)cc3c2O)cc1
    26.9 | 0.69 | 0.02
- COc1ccc(NC(=O)/C(C#N)=C/C=C/c2ccco2)cc1
    20.0 | 0.49 | 0.65
- CC(Sc1ccccc1)C(=O)Nc1ccccc1C(=O)N1CCOCC1 (configuration not stated)
    -26.7 | 0.19 | -0.49

# High-throughput results deposited in PubChem BioAssay by several laboratories.
